Screening data as filed in PubChem.
GALR2 blocker = GALR2 (human) receptor antagonism. O43603. GALR2-expressing cells, antagonist mode. inhibition, % at 4 µM. hit rate 0.39% among 140,000. AID 828; in the data active means inhibition above about 27%;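 further: cells stimulated with galanin 1-16 at roughly its EC80; 0% = agonist challenge control and 100% = basal control without agonist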
Target sequence (O43603 whole entry, looked up): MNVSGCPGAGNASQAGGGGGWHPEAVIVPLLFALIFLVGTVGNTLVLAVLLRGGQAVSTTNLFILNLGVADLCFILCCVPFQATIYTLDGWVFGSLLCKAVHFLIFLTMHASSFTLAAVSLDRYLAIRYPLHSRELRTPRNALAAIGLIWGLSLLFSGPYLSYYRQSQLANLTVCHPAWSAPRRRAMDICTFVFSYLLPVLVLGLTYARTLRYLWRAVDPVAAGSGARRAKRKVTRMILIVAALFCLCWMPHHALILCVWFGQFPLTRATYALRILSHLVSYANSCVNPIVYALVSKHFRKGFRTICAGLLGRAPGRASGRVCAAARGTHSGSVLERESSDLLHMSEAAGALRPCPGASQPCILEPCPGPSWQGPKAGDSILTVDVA
E-sel TNF inh = TNF alpha driven E-selectin expression inhibition; hit rate 0.71% among 120,000; AID 1246; inhibition, % at 2 µM; HUVEC TNFa-induced E-selectin immunofluorescence, high content;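 active means inhibition above the batch mean plus 3 SD, and confirmed as a hit on visual image review, cut at about 43% in these data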;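 further: 0% = TNF-stimulated DMSO wells and 100% = unstimulated control wells; not every result past the cut was called active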
Yeast lifespan up = yeast lifespan extension. inhibition of the nicotinamide effect, % at 10 µM. S. cerevisiae growth with nicotinamide, OD615; deaD strain in restrictive glucose medium. hit rate 0.68% among 130,000. AID 775;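 active means inhibition above a set limit, placed 3 SD over the median of all compounds, cut at about 26% in these data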;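 further: 0% = nicotinamide-treated wells and 100% = cells grown without nicotinamide; some compounds called inactive have numbers as strong as hits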
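Material: Modified budding yeast, DeaD strain | Medium: Restrictive glucose medium | Probe or stimulus: 1.5 mM nicotinamide | Dosing: Single dose 10 µM compound, 0.25% DMSO | Times: 48 h at 30 °C | Technique: OD615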
NPY-Y2 antag = blocks the human neuropeptide Y Y2 receptor; P49146; hit rate 0.99% among 140,000; NPY-Y2 expressing cells, antagonist mode; inhibition, % at 2.7 µM; in the data active means inhibition above about 17%;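 further: 0% = vehicle with agonist challenge and 100% = reference antagonist with challenge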
Target sequence (P49146 whole entry, looked up): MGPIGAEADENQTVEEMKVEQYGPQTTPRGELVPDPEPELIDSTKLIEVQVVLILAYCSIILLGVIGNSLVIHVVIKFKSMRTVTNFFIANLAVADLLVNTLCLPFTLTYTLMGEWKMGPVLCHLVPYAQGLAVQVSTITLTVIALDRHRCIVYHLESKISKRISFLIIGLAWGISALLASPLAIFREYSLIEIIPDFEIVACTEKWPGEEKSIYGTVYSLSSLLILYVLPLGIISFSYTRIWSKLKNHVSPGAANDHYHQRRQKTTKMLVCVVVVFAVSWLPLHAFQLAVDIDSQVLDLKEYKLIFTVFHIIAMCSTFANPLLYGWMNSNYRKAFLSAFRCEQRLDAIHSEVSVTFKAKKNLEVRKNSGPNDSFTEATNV
MRP1 act = MRP-1 activation. hit rate 0.61% among 140,000. AID 799. H69AR cells + doxorubicin, viability rescue, CellTiter-Glo. viability increase, % at 10 µM;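 active means viability gain under doxorubicin at or above a set limit, the compound median plus 3 SD, cut at about 4.7% in these data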;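 further: MRP-1 overexpressing cells given doxorubicin 25 µM after compound pretreatment; 18-22 h compound pretreatment then 72 h with doxorubicin before readout; 0% = doxorubicin-only wells and 100% = vehicle-treated cells without doxorubicin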
BB579 growth dn = reduces growth of yeast BB579 in restrictive medium; S. cerevisiae BB579 growth, OD615, 48 h; inhibition, % at 10 µM; hit rate 0.51% among 140,000;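 active means inhibition above a set limit, 3 SD over the mean compound inhibition, cut at about 44% in these data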; further: inactives centre near -24
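Detection: OD615 turbidity measurement; Material: Saccharomyces cerevisiae DeaD strain BB579, replicative lifespan model yeast; Timing: 48 h exposure, 30 °C; Doses: single 10 µM dose; Medium: CSMM-D restrictive synthetic medium containing dextrose (glucose); Controls: amphotericin B at 10 µg/mL as positive control.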
PTEN del growth = suppresses growth of cells with PTEN deletion. HCT116 PTEN-null viability, CellTiter-Glo, 60 h; active compounds read low. viability, % at 10 µM. hit rate 1.2% among 140,000;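 active means viability at or below a set limit, 4 SD under the median of all tested compounds, cut at about 3.7% in these data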;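 further: PTEN knockout HCT116 line with beta catenin targeted HCT116 as companion control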
Measles CPE = protection of cells from measles virus; Measles virus-infected cells, CPE protection, absorbance; protection (pct of control), % at 4 µM; hit rate 1.5% among 140,000; in the data active means protection mostly above about 24%, no sharp cut-off; inactive means mostly below about 26%; further: some compounds called inactive have numbers as strong as hits
HCT116 bCat-KO = beta-catenin-lacking colon tumor cell growth suppression. AID 818. hit rate 1.5% among 140,000. viability, % at 10 µM. HCT116 beta-catenin knockout viability, CellTiter-Glo, 60 h; active compounds read low;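 active means viability at or under a set limit, the compound median less 4 SD, cut at about 6% in these data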;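 further: 0% = Hyamine 1622 control at 20 µM and 100% = untreated cell control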
Phagocyt inh = macrophage phagocytosis inhibition. J774A.1 macrophage IgG-bead phagocytosis, imaging. inhibition, % at 5 µM. hit rate 0.07% among 110,000;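 active means inhibition above the mean of the plate negative controls plus 5 SD, cut at about 13% in these data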;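 further: phagocytic index as fraction of beads internalized from green versus red external bead signal; plate controls were DMSO negative control for no effect and cytochalasin-D positive control for full effect; some results beyond the cut were filed as inactive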
* hit, by the source's call; · = no result given.

entry	SMILES	GALR2 blocker	E-sel TNF inh	Yeast lifespan up	NPY-Y2 antag	MRP1 act
1	COc1cc(C(N)=O)cc(Cl)c1OCc1ccccc1	-2	·	-4	0	-1.3
2	CCCCn1c(SCC(=O)Nc2cc(C)on2)nnc1-c1ccco1	1	-28	-7	-2	-0.8
3	CC1=NN(C(=O)COc2ccc(C)c(C)c2)C(O)(c2ccccc2)C1 (stereo not given)	-20	·	-5	9	-1.8
4	O=C(c1cccc(F)c1)N1CCN=C1SCc1cccnc1	-9	4	-4	-1	2.0
5	CC(C)(C)c1ccc(/C=N/NC(=S)NCc2ccccc2)cc1	2	·	5	3	-1.2
6	CCOC(=O)c1ccccc1NS(=O)(=O)c1ccc(C)cc1	0	51	-4	2	-1.5
7	Cc1sc2ncnc(NCc3ccccc3)c2c1C	29*	3	-24	6	-2.3
8	Cc1cc(N(CC(=O)O)S(C)(=O)=O)ccc1Br	-3	-15	-3	6	0.1
9	CCNC(=S)NNC(=O)Cc1ccccc1	-1	-24	0	1	-0.8
10	COCCCNC(=S)N1CCN(c2ccc([N+](=O)[O-])cc2)CC1	7	65*	-4	0	-0.2
11	COCC(C)NC(=O)c1cccc(Cl)c1 (stereo not given)	5	-25	-13	0	-1.2
12	CCCc1[nH]nc2c1C(c1ccc(OC(=O)N3CCOCC3)cc1)C(C#N)=C(N)O2 (stereo not given)	-2	·	-11	-1	-1.0
13	Cc1ccc(S(=O)(=O)N2CCCC2C(=O)OCc2ccco2)cc1 (stereo not given)	-3	-17	-22	-1	-2.8
14	COC(=O)[C@H](Cc1ccccc1)NC(=O)Nc1ccc(C)cc1	-3	12	-4	1	-0.8
15	CCOC(=O)C1=C(c2ccccc2)OC(N)=C(C#N)C1c1cccs1 (stereo not given)	7	-26	-10	4	-1.8

entry	BB579 growth dn	PTEN del growth	Measles CPE	HCT116 bCat-KO	Phagocyt inh
1	3	105	7	96	-4
2	-5	109	2	101	·
3	-28	77	6	86	-4
4	-27	95	6	89	0
5	15	93	16	82	-14
6	-36	21	4	23	1
7	-40	28	2	26	·
8	17	97	26	92	-3
9	-36	101	27	97	·
10	-8	90	4	90	-8
11	-6	93	19	84	-2
12	-17	103	14	91	5
13	-24	58	23	33	4
14	-24	99	2	94	-1
15	-1	96	4	92	-1

Later entries:
entry	SMILES	GALR2 blocker	E-sel TNF inh	Yeast lifespan up	NPY-Y2 antag	MRP1 act
16	O=C(O)c1cc(Nc2nc(N3CCOCC3)nc(N3CCOCC3)n2)ccc1Cl	-12	-18	-2	4	-2.5
17	COc1cc(S(=O)(=O)Nc2ccccc2)ccc1N=Cc1c(C)[nH]n(-c2ccc(C)cc2)c1=O	0	·	0	1	-3.9
18	CSc1nsc(/C=C/Nc2ccc(C)cc2)c1C#N	6	5	-20	2	-2.0
19	O=c1ccc2cc(O)c(O)cc2o1	8	·	3	1	1.4
20	CC1=C(C(=O)OC(C)C)C(c2cccs2)NC(=S)N1 (stereo not given)	1	-22	-1	0	-1.5
21	O=C(CSc1ccc2c(c1)OCCO2)Nc1ccc(Cl)cn1	2	-8	-8	8	-0.6
22	CC(C)Cn1c(N)c(C(=O)COC(=O)c2cc(C3CC3)nc3ccccc23)c(=O)n(C)c1=O	-6	0	-2	-1	-1.1
23	Cc1ccc(SCCNS(=O)(=O)c2ccc3c(c2)OCCO3)cc1	-3	10	10	9	-4.2
24	COC(=O)CSc1nc(C)c(Oc2ccccc2)c(=O)[nH]1	1	15	3	2	-0.9
25	COC(=O)c1ccc2c(c1O)C(=O)c1ccccc1C2=O	-6	7	-11	2	-2.5
26	C/C(=N\OC(=O)c1ccc(Br)cc1)c1ccccn1	-10	32	-2	1	-1.1
27	CCOc1cc(CNc2ccc3[nH]c(=O)[nH]c3c2)ccc1OCC(=O)NC(C)(C)C	12	11	-11	-3	-4.2
28	C=COCCn1c(=N)n(CCC)c2ccccc21	4	-4	3	2	-3.6
29	Cc1cccc(N=C2NC(=O)S/C2=C\c2ccco2)c1	15	5	-1	4	-0.6
30	CN(Cc1ccccc1)C(=O)COC(=O)C1=NNC(=O)CC1	7	-37	2	3	-1.9

entry	BB579 growth dn	PTEN del growth	Measles CPE	HCT116 bCat-KO	Phagocyt inh
16	-23	105	3	94	·
17	-23	28	17	32	-6
18	-19	92	20	95	3
19	-29	77	37	80	·
20	-9	88	14	91	-7
21	-1	93	5	92	0
22	-17	54	36	67	·
23	-27	99	11	92	·
24	-81	100	6	101	0
25	67*	2.8*	18	4.5*	3
26	9	97	1	99	1
27	-33	76	27	99	-5
28	6	91	16	85	-1
29	-32	84	16	84	-3
30	-17	102	2	105	-2

A draw from above in order of length of the SMILES, high to low.
entry	SMILES	GALR2 blocker	E-sel TNF inh	Yeast lifespan up	NPY-Y2 antag	MRP1 act
22	CC(C)Cn1c(N)c(C(=O)COC(=O)c2cc(C3CC3)nc3ccccc23)c(=O)n(C)c1=O	-6	0	-2	-1	-1.1
27	CCOc1cc(CNc2ccc3[nH]c(=O)[nH]c3c2)ccc1OCC(=O)NC(C)(C)C	12	11	-11	-3	-4.2
16	O=C(O)c1cc(Nc2nc(N3CCOCC3)nc(N3CCOCC3)n2)ccc1Cl	-12	-18	-2	4	-2.5
30	CN(Cc1ccccc1)C(=O)COC(=O)C1=NNC(=O)CC1	7	-37	2	3	-1.9
20	CC1=C(C(=O)OC(C)C)C(c2cccs2)NC(=S)N1 (stereo not given)	1	-22	-1	0	-1.5
29	Cc1cccc(N=C2NC(=O)S/C2=C\c2ccco2)c1	15	5	-1	4	-0.6

entry	BB579 growth dn	PTEN del growth	Measles CPE	HCT116 bCat-KO	Phagocyt inh
22	-17	54	36	67	·
27	-33	76	27	99	-5
16	-23	105	3	94	·
30	-17	102	2	105	-2
20	-9	88	14	91	-7
29	-32	84	16	84	-3

Continued.
entry	SMILES	GALR2 blocker	E-sel TNF inh	Yeast lifespan up	NPY-Y2 antag	MRP1 act
31	Cc1ccc(S(=O)(=O)NCCOc2nc(N(C)C)nc(N3CCOCC3)n2)cc1	-7	34	-1	1	-1.1
32	N#Cc1nc(-c2ccco2)oc1NCCc1ccccc1	-4	6	-17	2	-0.3
33	c1ccc(-n2nnnc2-c2cnc(-c3cccnc3)nc2-c2cccs2)cc1	0	26	·	0	-2.4
34	CCOC(=O)c1cc2c(=O)n3cccc(C)c3nc2n(C)c1=N	1	-39	-3	2	-3.9
35	COc1ccc(N2C(=O)NC3CC2(C)Oc2ccccc23)cc1OC (stereo not given)	3	-16	11	1	-3.0
36	CCN(CC(=O)NC(=O)NCc1ccco1)Cc1nc2ccccc2c(=O)[nH]1	-2	-16	-4	-2	-1.9
37	O=C(CSc1ccccc1)Nc1nnc(/C=C/c2ccccc2)s1	4	1	-3	8	-0.5
38	CCOc1cccc(C2C(C(=O)c3ccco3)=C(O)C(=O)N2Cc2ccncc2)c1 (stereo not given)	0	12	-15	-1	-0.6
39	CCN(CC)P(=O)(C(NC(=O)OC)C(F)(F)C(F)(F)C(F)(F)C(F)F)N(CC)CC (stereo not given)	-1	-8	-12	4	-4.1
40	Cc1ccccc1-c1cc(C(=O)Nc2nc3c(s2)CCCC3)c2ccccc2n1	10	-53	-9	10	-1.8
41	O=C(NCC1COc2ccccc2O1)c1ccc(NC(=O)C(c2ccccc2)c2ccccc2)cc1 (stereo not given)	12	·	0	-1	-1.5
42	CC12CCC(C/C1=N\OC(=O)c1ccc(F)cc1)C2(C)C (stereo not given)	5	-16	·	2	1.3
43	Cc1nn(CC(=O)Nc2cccc(S(N)(=O)=O)c2)c(C)c1[N+](=O)[O-]	4	·	3	1	-1.4
44	CCN(CC)CCOC(=O)c1ccc2c(c1)OCCO2	-14	14	-4	-3	1.0
45	CCC(=O)Nc1ccccc1C(=O)N1CCOCC1	10	-8	-6	-1	-2.5

entry	BB579 growth dn	PTEN del growth	Measles CPE	HCT116 bCat-KO	Phagocyt inh
31	-9	97	5	105	-1
32	-4	103	8	125	-1
33	-17	92	14	89	·
34	-21	19	6	34	0
35	-19	40	6	43	·
36	-20	94	4	87	2
37	-19	71	23	71	-13
38	-10	81	7	94	0
39	1	83	9	96	0
40	-15	88	5	83	·
41	-30	39	3	40	-8
42	-30	97	20	97	·
43	-45	100	4	98	-5
44	-7	105	20	103	0
45	-24	102	7	98	0

(continued)
entry	SMILES	GALR2 blocker	E-sel TNF inh	Yeast lifespan up	NPY-Y2 antag	MRP1 act
46	CC1(C)Cc2c(cnn2-c2ccccc2)C(=O)/C1=N\NC(=O)c1ccccc1	-12	9	-3	2	-0.9
47	O=C(NCC(=O)N(c1ccccc1)C(C(=O)NC1CCCC1)c1cccnc1)c1ccco1 (stereo not given)	-1	23	·	1	0.4
48	Cn1c(=NCC(O)COc2ccccc2)sc2ccccc21 (stereo not given)	-9	·	-19	12	0.9
49	CCCCN(CC)C(=O)c1ccc2c(c1)OCO2	-5	-30	-3	1	-2.6
50	CS(=O)(=O)N(Cc1ccccc1)c1ccc(C(=O)N2CCOCC2)cc1	-2	-2	-3	1	0.1
51	COc1cc(NS(=O)(=O)N2CCCC2)cc(OC)c1OC	9	1	-6	1	-1.6
52	O=C(N/N=C/c1ccccc1)c1cc(-c2ccc3c(c2)OCO3)n[nH]1	8	-13	1	5	-2.4
53	O=C(CCc1nc(-c2ccccc2)no1)Nc1cc(C(F)(F)F)ccc1Cl	8	-5	-4	8	-3.1
54	COC(=O)c1[nH]c(=O)c2ccccc2c1O	-4	-13	·	3	0.1
55	O=C(c1ccc(CS(=O)(=O)c2ccccc2)o1)N1CCOCC1	-3	·	-15	-1	-0.3
56	CCOc1ccc(S(=O)(=O)Nc2cc(S(=O)(=O)N(CC)CC)ccc2N2CCCC2)cc1	11	-30	-5	0	-2.8
57	COc1ccc(/C=N\NC(=O)COc2ccc(C(C)(C)C)cc2)cc1Cn1nc(C)cc1C	4	10	26	3	-1.4
58	Cc1onc(-c2ccccc2Cl)c1C(=O)N1CCN=C1SCc1cccnc1	-6	·	-8	-1	-1.5
59	COc1ccc(-c2ocnc2C(=O)Nc2ccccc2N2CCCCC2)cc1	-9	49	-1	4	7.2*
60	Cc1ccc(/C=N/N2C(=O)C3C(C2=O)C2C=CC3C23CC3)o1 (stereo not given)	-9	7	2	1	-0.8

entry	BB579 growth dn	PTEN del growth	Measles CPE	HCT116 bCat-KO	Phagocyt inh
46	-26	88	6	91	0
47	-11	93	23	92	·
48	-34	92	8	88	0
49	-25	88	1	92	1
50	13	112	3	96	0
51	-7	67	6	66	0
52	-44	73	5	76	-7
53	-31	83	8	86	-2
54	8	115	24	90	·
55	-6	90	7	94	0
56	7	78	7	85	4
57	3	87	6	90	-1
58	-42	88	20	91	1
59	-29	84	15	82	0
60	1	95	11	87	1
